Assay outcomes deposited in PubChem by National Center for Advancing Translational Sciences (NCATS).
D1 potentiator: human D1 dopamine receptor positive modulation; P21728; 0.036% of 360,000 active; potentiation, % at 10 µM; HEK293 TREx D1 cells, calcium flux, dopamine EC20 potentiation; in the data active = potentiation above about 30%; also: 0% is about no effect
D2 antagonist: D2 dopamine receptor (human) antagonism; inhibition, % at 10 µM; HEK293 TREx D2 cells, calcium flux, dopamine EC80; 2% of 340,000 active; P14416; AID 485344; in the data active = inhibition above about 30%; also: 0% is about no effect
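Calcium mobilization kinetics were recorded at 1 s intervals in tetracycline-induced HEK293 T-REx D2 cells, first for 180 s after compound addition and then 180 s after EC80 dopamine.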
D2 ag: agonists of human D2 dopamine receptor; AID 485358; HEK293 T-REx D2 cells, calcium flux agonist mode; 0.53% of 340,000 active; P14416; activation, % at 2 µM;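 active = activation over 3 SD above normal in the single-dose calcium agonist read, cut at about 30% in these data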; also: 0% is about no effect
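Tetracycline-induced HEK293 T-REx cells with force-coupled D2 receptor, plated overnight at 30 C, loaded with no-wash calcium dye. After a 10 s baseline, compound was pin-added and calcium flux read kinetically for 180 s; calcium rises flagged agonists.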
D1 ag: activates the human D1 dopamine receptor. P21728. HEK293 T-REx D1 cells, calcium flux, agonist mode. activation, % at 2 µM. 1% of 360,000 active. AID 504660; also: 0% is about no effect
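Agonism was scored from calcium flux recorded over 180 s (1 read/s) after pintool compound addition, following a 10-cycle baseline. Cells were inducible force-coupled HEK293 TREx D1, plated overnight at 30 C and loaded with no-wash calcium dye.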
D1 antag: antagonists of human D1 dopamine receptor | HEK293 TREx D1 cells, calcium flux, dopamine EC80; hits give low values | activity change, negative = inhibition, % at 10 µM | P21728 | AID 504652 | 3.2% of 360,000 active; in the data active = activity change below about -30%; also: % is scaled to controls: 0 for no effect and ±100 for the full control effect
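Cells carrying a force-coupled, tetracycline-inducible human D1 receptor report calcium flux. Each well gets a 10 s baseline, compound with 180 s monitoring, then an EC80 dopamine stimulus with a second 180 s kinetic read.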
D2 PAM: positive allosteric modulators of human D2 dopamine receptor | HEK293 T-REx D2, calcium flux, EC20 dopamine potentiation | potentiation, % at 10 µM | 0.34% of 340,000 active | P14416;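 active = potentiation over 3 SD above the plate norm, cut at about 30% in these data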; also: 0% is about no effect
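Using a no-wash calcium dye in inducible, force-coupled HEK293 Trex cells expressing D2, we tracked fluorescence each second for 180 s after compound, then for 180 s after EC20 dopamine to detect augmented signalling.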
RXFP1 antagonist: blocks the human relaxin receptor RXFP1. 0.59% of 350,000 active. Q9HBX9. HEK293-RXFP1, relaxin-stimulated cAMP HTRF, 30 min; hits give low values. activity change, negative = inhibition, % at 57.5 µM;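 active = activity change of -60% or lower, but not beyond a set lower limit; inconclusive = change between -60% and -40%, or beyond the set limit; inactive = change above -40%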; also: % is scaled to controls: 0 for no effect and ±100 for the full control effect
Target sequence (Q9HBX9 whole entry, looked up): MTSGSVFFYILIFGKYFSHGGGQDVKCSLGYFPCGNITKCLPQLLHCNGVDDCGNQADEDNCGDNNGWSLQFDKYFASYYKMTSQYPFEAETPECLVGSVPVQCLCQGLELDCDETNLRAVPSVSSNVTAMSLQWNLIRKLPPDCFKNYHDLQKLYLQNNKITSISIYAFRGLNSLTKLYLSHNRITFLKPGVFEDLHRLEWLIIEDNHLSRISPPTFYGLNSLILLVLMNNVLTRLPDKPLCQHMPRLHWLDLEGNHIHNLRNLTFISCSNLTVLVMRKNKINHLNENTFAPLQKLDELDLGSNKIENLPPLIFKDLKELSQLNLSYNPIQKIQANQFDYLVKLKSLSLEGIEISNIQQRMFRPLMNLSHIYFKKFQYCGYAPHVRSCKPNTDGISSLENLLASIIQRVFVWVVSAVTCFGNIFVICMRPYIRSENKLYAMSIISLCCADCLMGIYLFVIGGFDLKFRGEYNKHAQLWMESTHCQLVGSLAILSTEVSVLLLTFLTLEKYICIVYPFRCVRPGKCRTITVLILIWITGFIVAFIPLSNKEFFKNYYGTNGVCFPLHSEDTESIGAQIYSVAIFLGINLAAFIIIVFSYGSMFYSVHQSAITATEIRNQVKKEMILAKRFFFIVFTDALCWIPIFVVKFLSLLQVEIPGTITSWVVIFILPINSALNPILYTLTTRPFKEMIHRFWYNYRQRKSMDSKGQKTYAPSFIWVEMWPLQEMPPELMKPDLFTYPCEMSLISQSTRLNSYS
TRHR enhancer: allosteric enhancers of human TRH receptor; 0.66% of 360,000 active; enhancement, % at 2 µM; TRHR cells, fluo-8 calcium fluorescence, EC20 TRH enhancement; in the data active = enhancement above about 30%; also: 0% is about no effect
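TRHR-expressing cells loaded with fluo-8 calcium dye were read kinetically (ex 480/em 530) during compound addition, then stimulated with an EC20 of TRH (10 nM final). Enhancement of the Gq-mediated intracellular calcium response was scored.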
TRHR agonist: activates the human TRH receptor. P34981. TRHR cells, calcium flux fluo-8, FDSS agonist mode. activation, % at 2 µM. 0.18% of 360,000 active. AID 493084; also: 0% is about no effect
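TRHR-expressing cells, plated overnight in medium with 10% serum, were loaded with fluo-8 calcium dye at room temperature. After a 10 s baseline, library compound was pin-added and calcium release was recorded kinetically (ex 480/em 530) as agonist response.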
Active calls of the source: *; ? = inconclusive; . = not tested or not shown. Rule as the data show it, unless noted: active = activation above about 30%; inactive = the rest.

Structure	D1 potentiator	D2 antagonist	D2 ag	D1 ag	D1 antag	D2 PAM	RXFP1 antagonist	TRHR enhancer	TRHR agonist
COC(=O)Nc1ccc(S(=O)(=O)N(C)C)cc1	-2	-6	-0.2	0	2	-6	8	-2	0.2
Cc1cccc2sc(NC(=O)Cn3cccc3)nc12	-2	-2	1.0	0	1	-6	.	3	0.5
Cc1cc2ccccn2c1C(=O)c1cc([N+](=O)[O-])cc([N+](=O)[O-])c1	-1	1	-0.4	1	-2	28	4	1	-0.3
O=C(CCNS(=O)(=O)c1ccccc1)OCC(=O)c1ccc(Br)cc1	-4	-17	-0.4	14	-21	12	4	1	-0.2
O=C(c1ccccc1)N1N=C(C(F)(F)F)CC1(O)c1ccccc1O (centres undefined)	-8	25	0.1	-1	-19	9	?	-6	1.5
COc1ccc(/C=C(\C#N)c2nc3ccccc3c(=O)[nH]2)cc1OC	-2	.	-0.7	-1	-1	7	-8	14	1.1
CC(C)c1ccc(S(=O)(=O)/N=C2/C=CC(=O)c3ccccc32)cc1	-3	6	0.3	1	-9	1	.	-1	-0.3
O=C(NCCCN1CCN(c2ccccc2F)CC1)c1ccc2nc(CCc3ccccc3)oc2c1	-5	.	.	19	-31*	-21	-19	7	0.0
COCc1cc(=O)[nH]c(/N=C(\N)Nc2cccc(C)c2)n1	0	-3	0.4	3	-10	-5	10	-8	-0.1
O=[N+]([O-])c1ccc(SCCO)nc1SCCO	-2	13	1.1	3	-7	7	-1	2	-0.1
CCC(=O)Nc1ccc(NC(=O)c2ccc3c(c2)OCO3)cc1	-3	16	-0.2	5	-1	-4	-15	3	1.4
CC1=NN(c2ccc(S(=O)(=O)O)cc2C)C(=O)C1	2	17	0.2	4	2	24	-13	-1	0.4
COc1ccc(OC)c(-c2noc(N3CCN(c4ccc(Cl)cc4)CC3)n2)c1	1	.	0.9	0	-4	2	.	8	0.2
Cc1cc(-c2n[nH]c(=S)n2/N=C/c2cccc(O)c2)n[nH]1	3	6	-0.5	2	5	5	-6	2	0.5
Cc1nc2ccccc2c2c1C(=O)N(C)C2=O	2	-14	0.8	1	-2	-2	-5	-1	0.4
CCS(=O)(=O)N1CCCC(C(=O)NCc2ccc(C)cc2)C1 (centres undefined)	-9	-1	-0.2	0	2	2	6	-4	0.1
O=c1c(-c2ccc(Cl)cc2)coc2c(CN3CCCCC3)c(O)ccc12	-1	-3	-1.3	2	17	-10	-6	0	-1.9
N/C(=N\OC(=O)CC1CCCCC1)c1ccncc1	-2	-13	-0.2	0	-8	-6	-9	1	-0.1
CN(Cc1ccccc1)c1ccc(C(CC(N)=O)NC(=O)Cc2cccc3ccccc23)cc1[N+](=O)[O-] (centres undefined)	9	4	-0.6	3	7	6	.	0	-0.4
COc1cc(/C=N/NC(=O)c2cccnc2)ccc1OCC(=O)N1CCOCC1	6	-12	1.0	2	17	-1	0	33*	0.3
Cc1cc2oc(C(=O)NC3CCS(=O)(=O)C3)cc(=O)c2cc1C (centres undefined)	3	-10	0.2	2	3	-9	3	1	0.5
Cn1c2ccccc2c2cnn(CC(=O)NCCCN3CCCCC3)c(=O)c21	-2	.	-0.3	1	-1	-6	2	-3	0.7
Cc1onc(-c2c(F)cccc2Cl)c1C(=O)OCn1nnc2ccccc2c1=O	1	-14	0.3	2	3	0	-2	-12	1.1
CCC(C)(NC(=O)c1ccccn1)C(=O)NC1CCCCC1 (centres undefined)	-1	-2	0.5	3	-6	2	-2	4	0.1

Overlap with the part before: 2 compounds, then new ones.
Structure	D1 potentiator	D2 antagonist	D2 ag	D1 ag	D1 antag	D2 PAM	RXFP1 antagonist	TRHR enhancer	TRHR agonist
Cc1onc(-c2c(F)cccc2Cl)c1C(=O)OCn1nnc2ccccc2c1=O	1	-14	0.3	2	3	0	-2	-12	1.1
CCC(C)(NC(=O)c1ccccn1)C(=O)NC1CCCCC1 (centres undefined)	-1	-2	0.5	3	-6	2	-2	4	0.1
CC(=O)Nc1n[nH]c(S(=O)(=O)Cc2ccc(Cl)cc2Cl)n1	-3	-6	1.5	1	26	-5	-8	3	-0.2
Cc1c(Oc2ccc(C(F)(F)F)cc2[N+](=O)[O-])ccc2c3c(c(=O)oc12)CCC3	-8	-10	-0.2	-1	2	-2	-1	-2	0.2
O=C(NCCc1ccccc1)C(=O)N/N=C/c1ccc2c(c1)OCO2	-5	-18	-1.3	0	-5	19	-6	12	-0.8
COc1ccc(-n2ncc3c(NCCN4CCOCC4)ncnc32)cc1	-11	-6	1.1	1	1	28	0	-8	0.2
CCOC(=O)c1c(S(=O)(=O)NCCc2ccccc2)c(C)n(C)c1C	4	.	.	-1	11	.	17	0	-0.4
CCCCCCCCn1cc(C(C)=O)c(=O)[nH]c1=O	-1	-13	-0.3	0	-25	22	0	14	-0.4
NC(=O)c1c(NC(=O)Cn2cnc([N+](=O)[O-])n2)sc2c1CCCC2	-2	-4	1.1	3	6	0	-1	3	0.2
CCOC(=O)N1CCN(C(=O)Nc2sc3nc4n(c(=O)c3c2C)CCC(C)CC4)CC1 (centres undefined)	-9	-10	-0.4	4	-18	1	-9	-7	-0.8
COc1cnc(SCc2ccc(Cl)cc2)nc1Cl	-1	15	-0.2	8	-3	2	2	10	0.6
O=C(CSc1ccc(-c2cccc([N+](=O)[O-])c2)nn1)N1CCCCCC1	-3	-24	1.5	-1	18	8	-15	-3	-0.9
CCCc1nc2oc3c(OC)ncnc3c2c2c1COC(C)(C)C2	11	-10	-0.2	0	8	-3	1	6	0.4
CCc1noc(C)c1C(=O)N(CC)CC(=O)Nc1ccccc1C(F)(F)F	2	-26	-0.3	3	-1	-3	-3	-4	-0.1
O=C(Nc1nnc(COc2ccc(Cl)cc2)s1)c1ccc([N+](=O)[O-])cc1	-2	.	.	1	3	.	-7	-5	0.5
Cc1cc(-c2ccc(C)c(S(=O)(=O)N3CCN(c4ccccn4)CC3)c2)on1	-2	-10	0.3	1	-3	10	-6	-4	0.4
COc1cc(S(=O)(=O)n2cnc(C)c2)ccc1Cl	-1	-9	0.3	4	-1	-12	-9	-6	-0.1
Cc1nc(-c2cccc(F)c2)sc1CCNC(=O)c1ccc(F)c(F)c1	-1	.	-1.8	5	-16	-2	-22	30*	-0.6
CCC(C(=O)Nc1ccccc1OC)n1nc(C)c2sc3ccccc3c2c1=O (centres undefined)	-1	.	-0.4	25	12	-7	-36	-4	0.1
COc1ccccc1N1C(=O)C2CCC(c3ccccc3)CC2C1=O (centres undefined)	-3	-11	0.0	5	-18	7	.	2	-1.0
CC[C@@]12C(=O)N(c3ccccc3)C(=O)N1[C@H](c1cccc(C)c1)[C@@H]1C(=O)N(Cc3ccccc3)C(=O)[C@@H]12	4	4	0.7	4	7	-4	.	1	0.6
Cc1ccc(S(=O)(=O)N(C(=O)c2ccncc2)c2ccc(OC(=O)c3ccncc3)c3ccccc23)c(C)c1	-2	.	.	0	5	.	-3	13	0.0
Cc1ccc(C(=O)O)cc1NC(=O)c1ccc2c(c1)C(=O)N(c1ccc([N+](=O)[O-])cc1)C2=O	-6	8	-0.2	3	13	1	-5	1	-0.2
CCOC(=O)C1CCCN(C(=O)c2[nH]c3ccccc3c2Sc2ccc(Cl)cc2)C1 (centres undefined)	-1	.	-0.7	7	-7	-11	-29	-3	1.2
Cc1ccccc1C(=O)Nc1nnc(S(=O)(=O)N2CCCCC2)s1	-6	2	-0.5	5	0	5	-2	1	0.6
CCOc1cc(C2c3c(-c4ccccc4O)n[nH]c3C(=O)N2Cc2cccnc2)ccc1O (centres undefined)	-1	.	0.3	0	-6	21	-20	4	0.5
Cc1ccc(NCc2nnc(SCC(=O)NCc3ccco3)n2CC2CCCO2)cc1Cl (centres undefined)	-7	-21	0.0	0	12	.	-6	-3	-0.1
COC(=O)C1CCN(C(=O)c2ccccc2NC(C)=O)CC1	-7	13	0.8	4	0	-5	13	-2	0.0
Cc1nn(C)c(C)c1S(=O)(=O)N1CCCC(C(=O)NCCc2ccc(Cl)cc2)C1 (centres undefined)	-2	21	-0.6	0	10	18	.	-4	-0.3
COc1ccc(C2C(C(=O)Nc3ccccc3OC)=C(C)Nc3nnnn32)c(OC)c1 (centres undefined)	-7	-3	-1.4	2	-11	10	-20	0	-0.5
CCC1(C)Cc2c(sc3nc(SC)n(Cc4ccccc4)c(=O)c23)CO1 (centres undefined)	-6	11	0.6	1	-3	-7	-3	-4	-0.1
O=C(OCN1C(=O)c2ccccc2C1=O)c1ccccc1	0	8	-0.4	2	16	-4	-4	-7	-0.4
COc1ccccc1C(=O)OC(C)CN1CCN(C)CC1 (centres undefined)	-13	1	-0.2	2	10	1	-7	8	0.7
O=C(NCCCN1CCOCC1)c1c(F)cccc1F	1	-16	0.0	1	-7	-1	7	-5	0.2
COc1cc(NC(=O)N2CCOCC2)cc(OC)c1	2	0	0.0	0	7	-1	2	1	-0.2
CCc1ccc(C(=O)/C=C/c2ccc([N+](=O)[O-])o2)cc1	4	15	2.6	0	-15	-1	-22	4	0.1
Cc1ccccc1NC(=O)Cn1c(=O)n(CCCCCC(=O)NCc2ccccc2Cl)c(=O)c2sccc21	-1	.	-0.2	6	3	-8	6	1	-1.6
CN(C)S(=O)(=O)c1ccc(Cl)c(NC(=O)COC(=O)[C@@H]2CCCN2C(=O)c2cccs2)c1	0	8	0.5	-4	-1	-8	1	-4	-1.5
COC(=O)c1ccc(OCC2c3cc(OC)c(OC)cc3CCN2C(C)=O)cc1 (centres undefined)	-1	4	1.6	6	-9	3	-13	3	-1.5
O=C(/C=C/NNC(=O)c1ccccc1)c1ccccc1	-5	0	-0.3	2	0	-1	-1	-2	0.8
Cc1cc(-c2ccc(C)c(S(=O)(=O)NCCc3ccccc3)c2)on1	0	.	0.1	5	-6	1	-13	-1	0.0
O=C(Nc1ccc(Cl)cn1)c1cccc2c(Br)cccc12	1	-13	0.5	5	-8	6	6	-4	-0.2
COc1ccc(Cl)cc1NC(=O)CN(C)C(=O)c1n[nH]c2ccccc12	-1	-1	-0.4	5	-6	3	-11	6	0.2
COc1ccc(CCN=C(N)NS(=O)(=O)c2ccc(C)c(C)c2)cc1	3	-9	-0.7	-2	26	-7	14	0	-0.6
CCC1CCCCN1S(=O)(=O)c1ccc(NC(=O)C2CCN(C(=O)c3ccco3)CC2)cc1 (centres undefined)	-7	-9	0.4	2	-13	18	-18	4	0.0
CCCN1C(=O)c2ccc(C(=O)Nc3cc(C)on3)cc2C1=O	0	7	-0.8	4	3	10	2	13	0.0
